Source: PubChem BioAssay
Avidin bead fluor = compound fluoresces at 488/530 nm on avidin beads. compound fluorescence 488/530 nm, flow cytometry; stronger effect = higher value. fluorescence (KMESF) at 10 µM. 220,000 tested, 0.38% active; in the data active = fluorescence above about 47; note: inactives centre near 10
The depositor's hits bear a star. A portion of the library. The share of hits here may be higher or lower than overall.

SMILES	Avidin bead fluor
CC(C)=CCC/C(C)=C/C(=O)O	8
CC(=O)OCC(=O)[C@@]1(O)CC[C@H]2[C@@H]3CCC4=CC(=O)C=C[C@]4(C)[C@@]3(Cl)[C@@H](Cl)C[C@@]21C	7
CC(C)Cn1c(=O)n(C)c(=O)c2[nH]cnc21	8
Cn1c(=O)c2[nH]c(CNc3ccc(C(=O)O)cc3)nc2n(C)c1=O	6
O=C(/C=C/C=C/c1ccccc1)c1ccco1	6
Cc1nc2ccccc2nc1NS(=O)(=O)c1ccc(N)cc1	4
COc1c2c(c(C)c3c1C(=O)OC3)O[C@@]1(C)CC[C@@]3(O)C(C)(C)OC(=O)CC[C@]3(C)[C@H]1C2	6
CCc1nc(NC(C)(C)C)c2cnn(-c3ccccc3)c2n1	4
COc1ccc(C2=CC(=O)C=CC2=O)cc1	5
COc1cccc(C(=O)Nc2nnc(-c3ccc(F)cc3)o2)c1	9
COc1ccc(C2=CC3=C(Br)C(=O)C(C)(OC(=O)c4ccco4)C(=O)C3=CO2)cc1 (stereo not drawn)	9
CCN1CCN(Cc2ccc(NC(=O)c3ccc(C)c(NC(=O)c4ccc5n[nH]nc5c4)c3)cc2C(F)(F)F)CC1	9
CCCC[C@@H]1CNC(=O)C(=O)N1CCc1cc(C(F)(F)F)cc(C(F)(F)F)c1	8
CC(C)(C)OC(=O)CNC(=O)c1[nH]cnc1C(=O)N[C@@H](CCCCNC(=O)OC(C)(C)C)C(=O)OC(C)(C)C	9
CCC(=O)N1CCC2(CC1)Oc1ccc(F)cc1C(=O)C21CC(c2ccc(Cl)cc2)=NO1 (stereo not drawn)	9
O=c1c(OC2OC(CO)C(O)C(O)C2OC2OC(CO)C(O)C(O)C2O)c(-c2ccc(O)cc2)oc2cc(O)cc(O)c12 (stereo not drawn)	6
CC(=O)c1c(O)cc(O)c(C(C)=O)c1O	7
O=C(/C(N=Nc1cccc([N+](=O)[O-])c1)=C(/O)c1ccc(Br)cc1)C(F)(F)F	11
COc1ccc2[nH]c3c4c(ccc3c2c1)C(=O)C=CC4=O	10
COc1cc(OC)c2c(C)cc(=O)oc2c1C(CCN1CCOCC1)c1ccc(N(C)C)cc1 (stereo not drawn)	9
NS(=O)(=O)c1ccc(Cl)cc1[N+](=O)[O-]	8
O=C(Nc1cccc2ccccc12)c1cc2c(cc1Br)OCO2	5
Nc1ccc2c(c1Cl)C(=O)c1ccc(N)c(Cl)c1C2=O	3
NC(=O)CC(NC(=O)c1ccccc1)c1ccc(NCc2ccc(F)cc2)c([N+](=O)[O-])c1 (stereo not drawn)	8
Cc1nc2sc(C(c3ccccc3)N3CCN(C)CC3)c(O)n2n1 (stereo not drawn)	9
The results go on:
SMILES	Avidin bead fluor
CCN(CC)CCN1c2ccccc2Sc2ccc3ccccc3c21	6
Cc1ccc(S(=O)(=O)NNC(=O)CC#N)cc1	15
CC1CN(c2ccc(Oc3ccccc3)cc2)c2nc3c(c(=O)n(CC(N)=O)c(=O)n3C)n2C1 (stereo not drawn)	8
CCN1CCN(c2ncnc3c2cnn3-c2ccc(Cl)cc2)CC1	9
O=C(O)c1nc2nc(Cl)c(Cl)nc2[nH]1	10
CCN(CC)C(=O)CC(c1ccc(OC)cc1)c1c(O)cc(OC)cc1OC (stereo not drawn)	18
N#C/C(=C\c1cc(O)c(O)c(O)c1)C(N)=O	7
C(=N\Nc1nc(-c2ccccn2)nc2ccccc12)/c1ccccc1	7
c1ccc(Cn2nnc(CNc3ccccc3)c2-c2c(CNc3ccccc3)nnn2Cc2ccccc2)cc1	8
CCCCCCC(=O)N1C/C=C\C(c2ccc(OC)cc2)N(Cc2ccc(F)cc2)C(=O)[C@H]1Cc1ccccc1 (stereo partly drawn)	8
O=C(Nc1cc(=O)[nH]c2nc(-c3ccc(Cl)cc3)nn12)c1ccccc1	9
COc1ccc(C2/C=C\CN(S(=O)(=O)/C=C/c3ccccc3)[C@H](Cc3ccccc3)C(=O)N2Cc2ccc(F)cc2)cc1 (stereo partly drawn)	10
C#Cc1cccc(NC(=O)c2ccc(Cl)cc2Cl)c1	7
COC/C=C/C1=CC2=CC(=O)C(C)(OC(=O)c3ccco3)C(=O)C2=CO1 (stereo not drawn)	9
CN1N=C2c3ccccc3CCC2C1c1ccc(C(F)(F)F)cc1 (stereo not drawn)	8
COc1ccc(-c2nnc(NC(=O)c3ccccc3C)o2)cc1	9
CCCCC1=CC2=CC(=O)C(C)(OC(=O)CC)C(=O)C2=CN1CCOC (stereo not drawn)	15
COc1ccc2cc1Oc1ccc(cc1)C[C@H]1c3c(cc4c(c3Oc3cc5c(cc3OC)CCN(C)[C@@H]5C2)OCO4)CCN1C	16
OC(c1cc(-c2ccc(Cl)cc2)nc2ccccc12)C1CCCCN1 (stereo not drawn)	6
CCN(CC)C(=O)CC(c1ccc(N(C)C)cc1)c1c(OC)cc(OC)c2c(-c3ccccc3)cc(=O)oc12 (stereo not drawn)	11
COC(=O)C1=COC(C)C2CN3CCc4c([nH]c5cc(OC)c(OC)cc45)C3CC12 (stereo not drawn)	8
Cc1ccc(N2CCN(/N=C/C3=C(N4CCOCC4)C(=C\c4ccccc4)/CC3)CC2)cc1	7
C/C=C(\C)C(=O)N1CC2(CC(c3cccc(NC(=O)CC(c4ccccc4)c4ccccc4)c3)=NO2)C[C@H]1C(N)=O (stereo partly drawn)	9
O=C(O)/C(=C\C(=O)c1ccccc1)Nc1ccccc1	9
COc1ccc(C2OC3=C(Nc4cc(C)c(C)cc4N3)C2=O)cc1 (stereo not drawn)	6

Gathered by group, the entries above with an NH in an aromatic ring (eight)
SMILES	Avidin bead fluor
CC(C)Cn1c(=O)n(C)c(=O)c2[nH]cnc21	8
Cn1c(=O)c2[nH]c(CNc3ccc(C(=O)O)cc3)nc2n(C)c1=O	6
CCN1CCN(Cc2ccc(NC(=O)c3ccc(C)c(NC(=O)c4ccc5n[nH]nc5c4)c3)cc2C(F)(F)F)CC1	9
CC(C)(C)OC(=O)CNC(=O)c1[nH]cnc1C(=O)N[C@@H](CCCCNC(=O)OC(C)(C)C)C(=O)OC(C)(C)C	9
COc1ccc2[nH]c3c4c(ccc3c2c1)C(=O)C=CC4=O	10
O=C(O)c1nc2nc(Cl)c(Cl)nc2[nH]1	10
O=C(Nc1cc(=O)[nH]c2nc(-c3ccc(Cl)cc3)nn12)c1ccccc1	9
COC(=O)C1=COC(C)C2CN3CCc4c([nH]c5cc(OC)c(OC)cc45)C3CC12 (stereo not drawn)	8

(cont.)
SMILES	Avidin bead fluor
CN(C)c1ccc(/C=C(\C#N)C(=O)c2ccccc2)cc1	6
CSc1cccc(NC(=O)OC2CCCCCCCCCCC2)c1	5
CCCN1C(=O)/C(=C/c2c(N3CCNC(=O)C3CC(=O)OCC)nc3c(C)cccn3c2=O)SC1=S (stereo not drawn)	4
O=C(N/N=C/c1cc(Cl)cc([N+](=O)[O-])c1O)c1cc(-c2ccccn2)nc2ccccc12	8
O=[N+]([O-])CC(=Nc1ccc(F)cc1)N/N=C\c1oc(O)c2ccccc12	8
O=C(N=c1ccn(-c2nc3ccccc3nc2NS(=O)(=O)c2ccc(Cl)cc2)cc1)c1ccccc1Cl	7
CN1C=CC(=CC=C2C=CC(=O)C=C2)C=C1	6
O=C(O)c1ccccc1-n1c2ccccc2c2ccccc21	6
O=C(Nc1cccc(Cl)c1)Nn1cnnc1	10
COc1ccc(C(CCN2CCOCC2)c2c(O)cc(OC)cc2OC)cc1 (stereo not drawn)	7
COc1ccc(OC)c2c(C)c(C)[nH]c12	7
NC(=O)CC(NC(=O)Cc1ccc(Br)cc1)c1ccc(NCCc2ccc(F)cc2)c([N+](=O)[O-])c1 (stereo not drawn)	9
CCC(C)(C)c1ccc(Oc2cccc(C(=O)O)c2)cc1	3
COc1ccc(C(=O)Nc2ccc3oc(-c4cccc(Cl)c4)cc(=O)c3c2O)cc1	7
CCN(CC)C(=O)c1[nH]cnc1C(=O)Nc1ccc(OC)cc1	8
C/C=C\C(=O)Nc1cccc(C2=NOC3(C2)C[C@@H](C(N)=O)N(C(=O)CCCCC)C3)c1 (stereo partly drawn)	10
Cc1ccc(F)c([C@H]2C3C=CCC(c4ccccc4)C3C(=O)N2Cc2ccccc2)c1 (stereo partly drawn)	17
CC1(OC(=O)CCc2ccccc2)C(=O)C=C2C=C3CCCN3C=C2C1=O (stereo not drawn)	8
Cc1cnc2cc(Cl)ccc2c1SCC(=O)O	6
COc1ccc(C2/C=C\CN(Cc3ccncc3)CC(=O)N2Cc2ccc(F)cc2)cc1 (stereo not drawn)	8
COc1ccc(C2CC(=O)c3cnc(N4CCc5ccccc54)nc3C2)cc1OC (stereo not drawn)	9
CSc1ccc(NC(=O)Nc2ccc(C(=O)NCC(=O)O)cc2)cc1	6
O=C(Nc1ccc(C2=NCCN2)cc1)c1ccc(Cl)c(C(=O)Nc2ccc(C3=NCCN3)cc2)c1	4
C=CCCN(C(C(=O)OC)C(C)C)S(=O)(=O)c1ccccc1Br (stereo not drawn)	7
COC(=O)c1ccc(C23CC4(C2)[C@H](CN(Cc2ccc(C(F)(F)F)cc2)[C@@H]4c2ccccc2)C3c2ccc(C(F)(F)F)cc2)cc1 (stereo partly drawn)	9

Looked up above:
CSc1ccc(NC(=O)Nc2ccc(C(=O)NCC(=O)O)cc2)cc1 – Avidin bead fluor = 6
NC(=O)CC(NC(=O)Cc1ccc(Br)cc1)c1ccc(NCCc2ccc(F)cc2)c([N+](=O)[O-])c1 (stereo not drawn) – Avidin bead fluor = 9
Cc1ccc(F)c([C@H]2C3C=CCC(c4ccccc4)C3C(=O)N2Cc2ccccc2)c1 (stereo partly drawn) – Avidin bead fluor = 17
COc1ccc(C(CCN2CCOCC2)c2c(O)cc(OC)cc2OC)cc1 (stereo not drawn) – Avidin bead fluor = 7
COc1ccc(OC)c2c(C)c(C)[nH]c12 – Avidin bead fluor = 7
CCC(C)(C)c1ccc(Oc2cccc(C(=O)O)c2)cc1 – Avidin bead fluor = 3

The listing continues.
SMILES	Avidin bead fluor
CC(C)=CCc1c(O)cc2oc3c(CC=C(C)C)c(O)c(O)c(CC=C(C)C)c3c(=O)c2c1O	9
CC(=O)Nc1ccc(O)cc1[N+](=O)[O-]	6
CCCCC1=CC2=C(c3ccco3)C(=O)C(C)(OC(=O)c3ccc(OC)cc3)C(=O)C2=CN1Cc1ccc2c(c1)OCO2 (stereo not drawn)	9
COc1ccc(-c2cc([C@H]3[C@H]4C=CC[C@@H](C)[C@@H]4C(=O)N3Cc3ccccc3)ccc2F)cc1	8
Cc1noc(C)c1C(=O)N1CCC2(CC1)Oc1ccc(F)cc1C(=O)C21CC(c2ccc(Cl)cc2)=NO1 (stereo not drawn)	9
C(=C\c1ccccn1)/c1cccnc1	8
CCC1(C(=O)OC)CCc2c(cc(OC)c3ccccc23)C1=O (stereo not drawn)	9
CN(C)C=Nc1ccccc1C1C=NNC1=O (stereo not drawn)	8
NC1=NC[C@H](Cc2ccc(O)cc2)N1CCc1cccc(F)c1	15
COc1cc(CCCN2C(N)=NC[C@H]2Cc2ccc(O)cc2)cc(OC)c1OC	23
COC(=O)[C@@H]1C[C@@]2(O)[C@H](O)[C@H](O)[C@H](O)C[C@H]2N1Cc1ccc(C)s1	8
Cc1[nH]c2ccccc2c1C(=O)CN1CC(C)OC(C)C1 (stereo not drawn)	3
C#CCOCCOCCOCCNc1nc(N2CCN(C(=O)[C@H]([C@@H](C)CC)n3cc([C@@H](N)CO)nn3)CC2)nc(N2CCN(C(=O)[C@H](Cc3cc4ccccc4[nH]3)n3cc([C@@H](N)Cc4ccc(O)cc4)nn3)CC2)n1	9
Cc1cc(C)c2nc(C)cc(Nc3ccc(C(=O)N(C)C)cc3)c2c1	9
COC(=O)c1ccc(C23CC4(C2)[C@H](CN(Cc2cccnc2)[C@@H]4c2ccccc2)C3c2ccc(C(F)(F)F)cc2)cc1 (stereo partly drawn)	9
CCCCN1C(=O)CC(C(=O)OCC)=C1C	6
COc1cc(O)c(C(CC(=O)N2CCCC2)c2ccc(N(C)C)cc2)c(OC)c1 (stereo not drawn)	7
CCC(=O)Nc1cccc(C2=NOC3(C2)C[C@@H](C(N)=O)N(C(=O)CC(c2ccccc2)c2ccccc2)C3)c1 (stereo partly drawn)	10
COC(=O)/C=C/c1ccccc1S(=O)(=O)N(Cc1ccccc1)Cc1ccco1	9
O=c1c2c(nc3n1CCS3)c1cc(F)ccc1n2Cc1cc(=O)n2cc(Cl)ccc2n1	7
CC(C)(C)c1ccc(OC(=O)c2ccccc2)cc1	6
O=C(Nc1ccc(S(=O)(=O)N2CCOCC2)cc1)c1ccc(Cl)cc1	20
CC(C)c1nc2c([nH]1)c(=O)n(C)c(=O)n2C	8
C[C@@H]1CC=C[C@H]2[C@H]1C(=O)N(Cc1ccccc1)[C@H]2c1ccc(/C=C/c2ccccc2)cc1F	10
CC1(C)[C@@H](O)CC[C@]2(C)C3C(O)C=C4[C@H]5C[C@@](C)(CO)CC[C@]5(C)CC[C@]4(C)[C@]3(C)CC[C@@H]12 (stereo partly drawn)	9
Further compounds:
SMILES	Avidin bead fluor
COC(=O)CCC(=O)OC1(C)C(=O)C2=CN(CC(C)C)C(c3ccc(OC)cc3)=CC2=C(Br)C1=O (stereo not drawn)	8
C/C(=N\Nc1nc(-c2ccccn2)nc2ccccc12)c1ccc(F)cc1	12
C=C(C)C(=O)Nc1cccc(C2=NOC3(C2)C[C@H](C(N)=O)N(C(=O)C(c2ccccc2)c2ccccc2)C3)c1 (stereo partly drawn)	9
Cc1cccc(Nc2sc(C(=O)c3cc4cc(Cl)ccc4o3)c(N)c2C#N)c1	7
Cc1ccc2c(c1)C(=O)CC1(CCCC1)O2	8
COC(=O)CCC(=O)OC1(C)C(=O)C2=CN(C(CO)CO)C(c3ccc(OC)cc3)=CC2=C(Br)C1=O (stereo not drawn)	11
Cc1cccc(NC(=O)c2nc[nH]c2C(=O)N[C@@H](C)C(=O)OC(C)(C)C)c1	27
COc1ccccc1NC(=O)N1CCN(Cc2ccc3c(c2)OCO3)CC1	3
Nc1ccc(SCc2nc3cccc4c3n2CCC4)cc1	6
O=C(Nc1cc(Cl)ccc1Cl)c1noc2c1CCCC2	12
COc1ccc(CNS(=O)(=O)c2ccccc2Br)cc1	8
COc1ccc(C2/C=C\CN(C(=O)CC(C)C)CC(=O)N2Cc2ccc(F)cc2)cc1 (stereo not drawn)	9
CCOC(=O)c1ccc(NC(=O)c2nc[nH]c2C(=O)N[C@@H](CC(C)C)C(=O)OC(C)(C)C)cc1	19
O=C1/C(=N\S(=O)(=O)c2cccs2)C([n+]2cccc(Cc3ccccc3)c2)=C([O-])c2ccccc21	5
